# Screening results: PubChem, National Center for Advancing Translational Sciences (NCATS)
# TDP1 block – inhibitors of human tyrosyl-DNA phosphodiesterase TDP1; 350,000 compounds, 0.28% hits; Q9NUW8; AID 485290; recombinant TDP1, AlphaScreen DNA substrate cleavage; Potency, µM (top dose mostly 130 µM), for inactives: top-dose activity change, negative = inhibition, most hits filed as inhibitors; further: nearly all actives have a fitted effect of over 40% in size
# Target sequence (Q9NUW8 whole entry, looked up): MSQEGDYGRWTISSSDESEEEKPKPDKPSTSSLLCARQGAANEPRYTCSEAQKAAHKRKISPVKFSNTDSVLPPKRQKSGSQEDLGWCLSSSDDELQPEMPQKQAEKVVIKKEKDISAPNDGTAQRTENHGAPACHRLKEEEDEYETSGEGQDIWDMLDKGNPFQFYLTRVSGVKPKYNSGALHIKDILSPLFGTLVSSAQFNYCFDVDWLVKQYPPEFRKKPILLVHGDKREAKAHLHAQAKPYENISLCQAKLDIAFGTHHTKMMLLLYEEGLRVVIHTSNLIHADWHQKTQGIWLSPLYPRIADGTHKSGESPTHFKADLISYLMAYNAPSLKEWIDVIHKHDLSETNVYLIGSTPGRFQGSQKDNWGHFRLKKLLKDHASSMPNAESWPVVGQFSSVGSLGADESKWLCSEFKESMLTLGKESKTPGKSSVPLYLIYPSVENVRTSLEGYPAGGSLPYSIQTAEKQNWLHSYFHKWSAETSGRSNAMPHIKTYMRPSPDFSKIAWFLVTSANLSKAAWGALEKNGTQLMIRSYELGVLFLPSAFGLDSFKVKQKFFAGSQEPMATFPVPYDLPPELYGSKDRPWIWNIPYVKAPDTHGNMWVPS
#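 E. coli-derived human Tdp1, 1 nM final. Cpd preinc 15 min RT; substrate 15 nM final, 5 min RT; AS bead mix 10 ug/ml final, 10 min RT. Signal loss = tyrosine-FITC cleavage. No-enzyme wells = max signal.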
# N370S GC mod – inhibits or activates N370S mutant glucocerebrosidase | N370S GC spleen homogenate, 4MU-glucoside fluorescence | Potency, µM (titrated, usually from 59.4 µM), for the others: top-dose activity change, negative = inhibition, usual class: inhibitors | 330,000 compounds, 0.092% hits | AID 2101;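 further: 0% = full enzyme activity and -100% = no enzyme basal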
# FEN1 inh – inhibitors of human flap endonuclease 1 | Potency, µM (titrated, usually from 114 µM), without a hit: at the top dose activity change, negative = inhibition, hits mostly inhibitors | 390,000 compounds, 0.35% hits | Recombinant FEN1 flap cleavage, fluorescence, 15 min; further: nearly all actives have a fitted effect of over 65% in size
# Target sequence (P39748 whole entry, looked up): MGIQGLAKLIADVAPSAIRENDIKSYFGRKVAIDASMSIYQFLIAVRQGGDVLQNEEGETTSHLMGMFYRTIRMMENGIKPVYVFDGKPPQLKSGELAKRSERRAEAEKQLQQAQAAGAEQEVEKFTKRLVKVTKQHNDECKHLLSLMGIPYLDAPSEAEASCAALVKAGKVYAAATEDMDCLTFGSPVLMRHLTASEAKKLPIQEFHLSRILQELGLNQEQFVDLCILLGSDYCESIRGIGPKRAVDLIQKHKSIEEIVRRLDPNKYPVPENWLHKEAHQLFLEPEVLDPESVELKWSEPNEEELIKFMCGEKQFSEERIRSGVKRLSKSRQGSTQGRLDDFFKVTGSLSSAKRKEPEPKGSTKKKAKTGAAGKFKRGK
#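 Enzyme 10 nM, 15 min RT preincubation with compound; start with substrate 50 nM final; reads at 0 and 15 min; qHTS titration, four-parameter Hill fit.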
# An asterisk follows results filed as active; u = inconclusive; x = not tested or not shown; & = joins results of further samples; [ ] = remark or other dose. The call rests on the fitted dose curve; in most records, active means well fitted curve in the direction sought with a large enough effect; inconclusive means small, poorly fitted or top-dose-only effect, or another doubt; inactive means no such curve, though single readings can be large; an effect the other way counts as inactive or inconclusive. Unless noted, on the % scale 0 is the no-effect control and ±100 the full control effect; potency means the concentration at half of the fitted maximal effect.
# The first seven entries (preview)
TDP1 block	N370S GC mod	FEN1 inh	compound
9%	1%	5%	CCOc1nc(C)ccc1-c1noc(C)n1
1%	x	-5%	O=C(Cn1cc(C(F)(F)F)cc(Cl)c1=O)NCC1COc2ccccc2O1 (stereo not given)
0%	u	u	CC(C)(C)c1ccc(OCc2nc(-c3ccccn3)no2)c(Br)c1
0%	x	14%	COc1cc(F)c(C2=CC(=O)C[C@H](c3ccc4c(c3)OCO4)C2)cc1F
3%	x	12%	COc1ccc(S(=O)(=O)Nc2cccc3c2O[C@H](CN(C)Cc2ccccc2)[C@@H](C)CN([C@H](C)CO)C3=O)cc1
-4%	x	0%	O=C(NCc1ccco1)c1cc(S(=O)(=O)N2CCCCC2)ccc1Cl
8%	-3%	14%	NCCCC[C@H](NC(=O)C1CCNCC1)c1nnc([C@@H](N)Cc2ccc(O)cc2)o1

# Main list (from the top)
TDP1 block	N370S GC mod	FEN1 inh	compound
9%	1%	5%	CCOc1nc(C)ccc1-c1noc(C)n1
1%	x	-5%	O=C(Cn1cc(C(F)(F)F)cc(Cl)c1=O)NCC1COc2ccccc2O1 (stereo not given)
0%	u	u	CC(C)(C)c1ccc(OCc2nc(-c3ccccn3)no2)c(Br)c1
0%	x	14%	COc1cc(F)c(C2=CC(=O)C[C@H](c3ccc4c(c3)OCO4)C2)cc1F
3%	x	12%	COc1ccc(S(=O)(=O)Nc2cccc3c2O[C@H](CN(C)Cc2ccccc2)[C@@H](C)CN([C@H](C)CO)C3=O)cc1
-4%	x	0%	O=C(NCc1ccco1)c1cc(S(=O)(=O)N2CCCCC2)ccc1Cl
8%	-3%	14%	NCCCC[C@H](NC(=O)C1CCNCC1)c1nnc([C@@H](N)Cc2ccc(O)cc2)o1
7%	1%	-2%	CN(Cc1ccco1)C(=O)CN1C(=O)NC(c2ccccc2)(c2ccccc2)C1=O
8%	0%	8%	CC(C)CNc1nc(Oc2ccc(=O)n(C)n2)nc(N2CCOCC2)n1
0%	-13%	0%	O=C(CSC1=Nc2ccccc2C2CC=NN12)Nc1ccc(F)cc1Cl (stereo not given)
x	-9%	5%	Cc1nc2ccccc2c(=O)n1/N=C/c1ccc(OC(F)F)cc1
3%	x	1%	CCC(=O)Oc1cc(C(C)(C)C)cc2cc(-c3nc(-c4ccc(OC)cc4OC)no3)c(=O)oc12
5%	24%	0%	Cc1cccc(CS(=O)(=O)Cc2ccc(C(=O)O)o2)c1
-3%	1%	-1%	CCOC(=O)C(NC(=O)c1ccccc1Cl)(Nc1ccc(C(F)(F)F)cc1)C(F)(F)F (stereo not given)
-1%	-2%	15%	COC(=O)c1ccccc1NC(=O)CCCn1nc([N+](=O)[O-])cc1C
x	-15%	19%	CCc1nnc(NS(=O)(=O)c2ccc(NC(=O)c3cc(Cl)ccc3[N+](=O)[O-])cc2)s1
5%	u	-1%	CN(C)S(=O)(=O)c1cccc(-c2cn3cccnc3n2)c1
3%	11%	-14%	COc1ccccc1CN(Cc1cc2c(C)ccc(C)c2[nH]c1=O)Cc1nnnn1Cc1ccco1
x	-4%	-11%	Cc1cccc(N2CC(C(=O)Nc3ccc(S(=O)(=O)N4CCOCC4)cc3)CC2=O)c1C (stereo not given)
0%	13%	-2%	CC(=O)/C(=N/Nc1ccc(Br)cc1)Sc1cccc2cccnc12
0%	1%	-2%	COc1ccc(NC(=O)c2cc(C(=O)Nc3ccc(OC)cc3OC)cc([N+](=O)[O-])c2)c(OC)c1
-11%	4%	-9%	CCOc1ccc(NC(=O)COC(=O)c2ccc3ncsc3c2)cc1OCC
2%	5%	-6%	O=C1C(c2ccccc2)SC(=Nc2ccccc2)N1S(=O)(=O)c1ccccc1 (stereo not given)
x	-2%	1%	CC(=O)N1Cc2[nH]c3ccccc3c2CC1C(=O)O (stereo not given)
4%	-18%	13%	COc1cccc(NC(=O)CSc2nn3c(=O)c(C)nnc3s2)c1
2%	3%	6%	O=C(COc1ncnc2ccc(Br)cc12)N1CCOCC1
5%	-3%	u	COc1ccc2nc(N/C(N)=N/C(=S)Nc3ccccc3)nc(C)c2c1
0%	-13%	-2%	CCOc1ccc(NC(=O)C2CCN(S(=O)(=O)c3ccc4c(c3)NC(=O)C(C)S4)CC2)cc1 (stereo not given)
14%	x	-8%	CSc1cccc(-c2nnc(NC(=O)c3ccc4c(c3)OCCO4)o2)c1
12%	19%	-5%	COc1ccc(N2CCC(CNC(=S)Nc3c(C)cccc3C)C2)cc1 (stereo not given)
1%	-3%	6%	Cc1cccnc1NS(=O)(=O)c1cccc([N+](=O)[O-])c1
3%	5%	x	O=C(C1=C[C@@H]2[C@H]3C(=O)N(c4ccccc4)C(=O)[C@H]3[C@@H](C(=O)c3ccc(Cl)cc3)N2C=C1)c1ccccc1
0%	-6%	x	C=C1CC2COC(=O)C2(Cc2ccc3ccccc3c2)C1 (stereo not given)
5%	1%	0%	COc1nc2c(C)cccc2cc1-c1noc(-c2ccco2)n1
-4%	1%	-1%	COc1ccc(S(=O)(=O)N2CCCCC2)cc1NC(=O)Cc1cccc(C(F)(F)F)c1
5%	4%	4%	O=C(CN1CCNCC1)Nc1ccc(Oc2ccccc2)cc1
-1%	6%	4%	CN1CCC(OC(=O)COc2ccccc2)CC1
1%	-7%	7%	CC(C)(C)C1(c2ccccc2)NC(=O)N(CC(=O)N2CCOCC2)C1=O (stereo not given)
2%	18%	-24%	CC(C)C(=O)Nc1cccc(-c2csc(-c3ccccc3)n2)c1
-3%	x	10%	CC1(C)Cc2cccc(OCC(=O)OCC(=O)c3ccccc3)c2O1
2%	-5%	-1%	CC(=O)NC(Cc1ccccc1C)C(=O)NC1CCN(C(=O)NCc2ccccc2)CC1 (stereo not given)
0%	x	0%	CC1CC(C)(C)CC2(C1)NC(=O)N(CC(=O)Nc1c(F)cccc1F)C2=O (stereo not given)
-1%	x	0%	O=C(COC(=O)/C=C/c1ccc(F)cc1)NCC1CCCO1 (stereo not given)
x	13%	-2%	COc1ccc(C2OCC3(O)C(c4ccc(OC)c(OC)c4)OCC23)cc1OC (stereo not given)
2%	2%	0%	CC1CCCC(C)N1C(=O)Nc1cccc(Cl)c1 (stereo not given)
2%	-6%	-15%	COc1ccc(C2/C=C\CN(C(=O)Nc3ccccc3)CC(=O)N2Cc2ccc(F)cc2)cc1 (stereo not given)
0%[56.1 µM]	-2%	6%	COc1ccc2c(c1)CC/C(=C\C=C\c1ccccc1OC)C2=O
5%	2%	7%	COc1ccc(C(=O)Nn2c(SCC(=O)NC3CCCCC3)nc3ccccc3c2=O)cc1
x	-1%	22%&17%	CC(C)CN1CCC(=O)N(CCO)CC1
x	u	-1%	O=C(CN(Cc1ccccc1)C(=O)CCl)c1cccc(Br)c1
8%	u	-16%	CC(C)N1C(=O)C(Cc2nc3ccccc3c(=O)n2-c2ccccc2)c2ccccc21 (stereo not given)
-5%	-11%	-3%	Cc1cnc(NC(=O)CC2OC(=O)c3ccccc32)s1 (stereo not given)
-1%	4%	-7%	O=C(CCn1[nH]c(=O)c2ccccc2c1=O)N1CCOCC1
6%	-24%	2%	CN1CCN(CC(O)(c2ccc(Cl)cc2)c2ccc(Cl)cc2)CC1
x	1%	-2%	Cc1ccc(-c2nnn(CC(=O)N(CCCO)C(C(=O)NC3CCCC3)c3ccc(F)cc3)n2)o1 (stereo not given)
x	-12%	-4%&-17%	CC(C)[C@@H](COc1ccccc1)N1CCN(Cc2ccccc2)CCC1=O
0%	8%	1%	O=C(NCCc1ccc(Cl)cc1)C1CCN(c2ncccn2)CC1
1%	-24%	-1%	N#CC1=C(N)Oc2c(oc(CO)cc2=O)C12C(=O)Nc1ccc(Cl)cc12 (stereo not given)
11%	-5%	-13%	CCCOC(=O)N1CCN(/[N+]([O-])=N/Oc2ccc([N+](=O)[O-])cc2[N+](=O)[O-])CC1
4%	-1%	0%	CC1CCN(C(=O)COC(=O)CNC(=O)c2ccccc2F)CC1

# (more compounds)
TDP1 block	N370S GC mod	FEN1 inh	compound
4%	2%	-4%	Cc1nc2c3ccccc3nc(NNC(=O)CCC(=O)N3CCCC(C)C3)n2n1 (stereo not given)
-2%	4%	8%	Cc1ccc(S(=O)(=O)NNC(=O)Nc2cccc3ccccc23)cc1
-4%	3%	-13%	c1ccc2c(c1)ncn2CCOCCOCCn1cnc2ccccc21
2%	-8%	-1%	CCc1ccc(-c2nn[nH]n2)cc1
0%	x	-19%	CC(Sc1nc2ncc(Cl)cc2[nH]1)C(=O)NC1(C#N)CCCCC1 (stereo not given)
-4%	2%	-15%	COc1ccc(CN2CCc3ccccc3C2)c(OC)c1OC
-7%	-7%	2%	CCCCN(C)CCCN1C(=O)C2C(C(=O)Nc3cccc(OC)c3)C3C=CC2(O3)C1C(=O)NC1CCCCC1C (stereo not given)
-8%	x	-13%	Cc1ccc(S(=O)(=O)c2nnn3c2nc(N2CCCC2)c2sccc23)cc1C
9%	-2%	-1%	O=C(CCN1CCCCC1)c1ccccc1
-4%	x	3%	COCCN1CCN(Cc2ccc(C(=O)NC(C)C)cc2)C(=O)C1=O
6%	-2%	1%	Cc1cc(=O)[nH]c(N/N=C/c2ccc(N(C)C)cc2)n1
0%	-7%	8%	COc1ccc(S(=O)(=O)NCc2ccncc2)cc1NC(=O)c1ccc(Cl)cc1
12%	x	-3%	CCN(C(=O)Cn1nc(Cc2ccncc2)c2ccccc2c1=O)c1ccc(OC)cc1
5%	-5%	12%	O=C(/C=C/c1cccs1)N1CCC2(CC1)Oc1ccc(Cl)cc1C(=O)C21CC(c2cccnc2)=NO1 (stereo not given)
4%	5%	-12%	COC(=O)NCCOc1nc(N(C)C)nc(N(C)C)n1
11%	-5%	3%	COc1ccc(C2/C=C\CN(Cc3ccc(N(C)C)cc3)CC(=O)N2Cc2ccc(F)cc2)cc1 (stereo not given)
u	x	-26%	N#C/C(=C\c1cc(Br)c(O)c(Br)c1)c1nc2ccccc2c(=O)[nH]1
2%	1%	10%	COc1ccc(NC(=O)C(NC(=O)Cc2cccs2)c2ccc(C)cc2)cc1 (stereo not given)
x	u	-22%	CCCCNC(=O)c1nn2c(C(F)(F)F)cc(-c3ccccc3)nc2c1Br
12%&6%	-10%	0%&12%	Cc1cccc(C(=O)Nc2nnc(S(=O)(=O)N3CCOCC3)s2)c1
5%	x	-19%	O=C(c1cc2c(Cl)nc3ccccc3c2s1)N1CCCCC1
2%	x	0%	CN1CCN(C(=O)c2ccc3c(c2)N(Cc2ccc(C(F)(F)F)cc2)C(=O)c2ccccc2S3)CC1
2%	u	17%	Cc1cc(OC2CCCCC2)nc(-c2ccccc2O)n1
-6%	8%	5%	Cc1cc(NC(=O)COc2ccc(Cl)cc2Cl)n(-c2ccccc2)n1

# Filtered by structure: those above containing a thiophene ring, fused or not.
TDP1 block	N370S GC mod	FEN1 inh	compound
-8%	x	-13%	Cc1ccc(S(=O)(=O)c2nnn3c2nc(N2CCCC2)c2sccc23)cc1C
5%	-5%	12%	O=C(/C=C/c1cccs1)N1CCC2(CC1)Oc1ccc(Cl)cc1C(=O)C21CC(c2cccnc2)=NO1 (stereo not given)
2%	1%	10%	COc1ccc(NC(=O)C(NC(=O)Cc2cccs2)c2ccc(C)cc2)cc1 (stereo not given)
5%	x	-19%	O=C(c1cc2c(Cl)nc3ccccc3c2s1)N1CCCCC1

# Going on with the list:
TDP1 block	N370S GC mod	FEN1 inh	compound
-3%	-8%	4%	CN(C)S(=O)(=O)c1cccc(NC(=S)N(CCC#N)Cc2cccnc2)c1
2%	x	0%	CN(Cc1ccccc1)S(=O)(=O)c1ccc(Cl)c(C(=O)N2CCC2)c1
x	2%	3%	Cc1ccccc1NC(=O)C1COc2ccccc2O1 (stereo not given)
-4%	-3%	1%	COc1ccc(CCNC(=O)c2c(O)c3ccccc3n(C)c2=O)cc1
-3%	-2%	-14%	Cc1cccc2cc(CN(Cc3cccs3)C(=S)NCC3CCCO3)c(=O)[nH]c12 (stereo not given)
5%	-26%	35%[activator]	O=C1CCCN1c1ccc(S(=O)(=O)NCc2ccco2)cc1
6%	-7%	1%	Cc1ccc(NC(=O)N(CCCN2CCOCC2)Cc2cc3cc4c(cc3[nH]c2=O)OCO4)cc1
7%	-2%	-6%	Cn1c(CN2CCCC2)nc2cc(NC(=O)c3ccco3)ccc21
0%	0%	5%	O=C(NC1CCCc2ccccc21)c1ccccc1Br (stereo not given)
0%	6%	-3%	O=C(O)CNC(=O)/C(=C\c1ccc2c(c1)OCO2)NC(=O)c1ccc(Br)cc1
x	-2%	0%	O=C(COc1ccc(Cl)cc1Br)Nc1ccccc1N1CCCC1
6%	2%	0%	c1ccc(CCn2c(C3CC3)nc3ccccc32)cc1
0%	-2%	1%	NC(=O)c1nn(Cc2ccccc2)c(=O)c2ccccc12
2%	1%	-4%	Cc1ccc(NC(=O)CCN2C(=O)NC(C)(C)C2=O)cc1F
-3%	x	12%	Cc1cccn2c(=O)c3cc(C(=O)N4CCN(Cc5ccccc5)CC4)sc3nc12
8%	17%	16%	COc1ccccc1-c1ccc(SCc2ccc([N+](=O)[O-])cc2)nn1
